Screening results deposited in PubChem BioAssay by National Center for Advancing Translational Sciences (NCATS).
BLM helicase inh – Bloom syndrome helicase (human) inhibition; AID 2528; P54132; 0.2% of 350,000 active; recombinant BLM DNA unwinding, fluorescence dequenching; Potency, µM (titrated, usually from 56.1 µM), for inactives: at the highest dose activity change, negative = inhibition, usual class: inhibitors;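 note: potency is the fitted concentration of half-maximal effect; plate controls were vehicle for no effect and no enzyme for full effect; nearly all actives have a fitted effect of over 35% in size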
POLB inh – inhibitors of human DNA polymerase beta | P06746 | 1.3% of 340,000 active | Pol beta primer extension/strand displacement, fluorescence kinetic | Potency, µM (series often up to 114 µM), without a hit: at the top dose activity change, negative = inhibition, hits mostly inhibitors; note: potency is the fitted concentration of half-maximal effect; % is set by controls: 0 for no effect and ±100 for the full control effect
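Homogeneous kinetic assay of primer extension and strand displacement by 10 nM Pol beta, preincubated 15 min at room temperature with compound before 50 nM substrate (final) was added. Read at 0 and 10 min; four-parameter Hill fit.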
APEX1 inh – inhibitors of human APE1 endonuclease | recombinant APE1, TAMRA/BHQ-2 abasic DNA cleavage fluorescence | AID 2517 | Potency, µM (top dose mostly 65.8 µM), for the others: at the highest dose activity change, negative = inhibition, usual class: inhibitors | 0.35% of 350,000 active;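 note: potency is the fitted concentration of half-maximal effect; plate controls were vehicle for no effect and reference inhibitor for full effect; nearly all actives have a fitted effect of over 55% in size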
Target sequence (P27695 whole entry, looked up): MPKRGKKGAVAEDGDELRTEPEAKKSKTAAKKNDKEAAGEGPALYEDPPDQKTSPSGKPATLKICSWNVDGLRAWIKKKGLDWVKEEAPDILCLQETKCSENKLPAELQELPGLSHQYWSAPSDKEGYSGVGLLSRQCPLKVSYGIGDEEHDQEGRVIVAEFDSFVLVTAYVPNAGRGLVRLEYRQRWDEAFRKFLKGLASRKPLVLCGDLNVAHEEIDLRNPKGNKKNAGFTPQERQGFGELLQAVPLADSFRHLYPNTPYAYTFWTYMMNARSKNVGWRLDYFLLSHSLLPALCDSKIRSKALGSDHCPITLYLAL
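APE1 at 0.75 nM final was preincubated with compound 15 min at room temperature, then 50 nM double-stranded THF abasic-site substrate (5'-TAMRA/3'-BHQ-2) was added. Fluorescence (ex 525/em 598 nm) was read kinetically; third-minus-first read gave activity.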
Pol eta inh – DNA polymerase eta (human) inhibition | 1.2% of 390,000 active | Potency, µM (top dose mostly 114 µM), for the others: at the top dose activity change, negative = inhibition, hits mostly inhibitors | Q9Y253 | recombinant Pol eta, fluorescent DNA replication assay; note: potency is the fitted concentration of half-maximal effect; % is set by controls: 0 for no effect and ±100 for the full control effect
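Pol eta (10 nM) was preincubated with compounds for 15 min at room temperature, after which fluorescent replication substrate (50 nM final) was added to start the reaction. Fluorescence was read kinetically at 0 and 10 min.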
Anesthetic bind – candidate novel general anesthetic via apoferritin binding; Potency, µM (series often up to 77.5 µM), for the others: at the top dose activity change, negative = displacement, usual class: inhibitors; 0.074% of 350,000 active; P02791; AID 485281; apoferritin/1-aminoanthracene competitive binding, fluorescence; note: potency is the fitted concentration of half-maximal effect; % is set by controls: 0 for no effect and ±100 for the full control effect; nearly all actives have a fitted effect of over 20% in size
Target sequence (P02791 2-175 limits assumed): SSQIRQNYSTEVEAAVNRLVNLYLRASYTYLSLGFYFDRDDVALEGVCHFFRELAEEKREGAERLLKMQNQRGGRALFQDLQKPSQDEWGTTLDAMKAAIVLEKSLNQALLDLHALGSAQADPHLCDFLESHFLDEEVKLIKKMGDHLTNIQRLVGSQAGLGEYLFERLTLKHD
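Read-out: endpoint 1-AMA fluorescence, excitation 380 nm and emission 535 nm, after compounds sit 10 min at room temperature with 10 uM horse-spleen apoferritin in 50% saturated 1-AMA/PBS. Values come from four-parameter Hill fits.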
LDHA inh – LDHA (human) enzyme inhibition; P00338; purified LDHA, NADH/diaphorase-resazurin fluorescence; hits give low values; activity change, % (values are at about 110 or 230 µM); 0.15% of 480,000 active; AID 1347041; in the data active = activity change below about -30%; inconclusive = mostly about -25% to -30%;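 note: plate controls were DMSO wells for no effect and wells without enzyme for full effect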
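LDH5 2 nM; NADH 0.06 mM, pyruvate 0.2 mM; 200 mM Tris pH 7.4, EDTA, Tween-20; 5 min RT. Detection: diaphorase 0.133 mg/mL + resazurin 37 µM, fluorescence ex540/em590 at 0 and 20 min; normalized to enzyme-free and DMSO wells.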
Pol iota inh – inhibitors of human DNA polymerase iota. Pol iota fluorescent replication assay, 10 min. Potency, µM (highest dose often 115 µM), for inactives: at the highest dose activity, negative = inhibition, hits mostly inhibitors. 1% of 390,000 active. AID 588590; note: potency is the fitted concentration of half-maximal effect
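Pol iota at 10 nM preincubated 15 min with compounds at room temperature; reaction started with fluorescent substrate, 50 nM final. Fluorescence read kinetically at 0 and 10 min; buffer-only wells as negative control.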
GRP78 ERSR act – inducers of ER stress response in human glioma cells | 0.02% of 420,000 active | Potency, µM, without a hit: at the highest dose activation, actives largely listed as activators | U87-MG GRP78 promoter luciferase reporter, 16 h; note: potency is the fitted concentration of half-maximal effect; series mostly up to about 76 µM; % of control where 0% means no effect; nearly all actives have a fitted effect of over 35% in size
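Stably transfected U87-MG human glioma cells carrying a GRP78-based luminescent sensor were seeded at 1000 cells/well, pin-dosed with compounds and incubated 16 h. Luciferase reagent was then added, and end-point luminescence was read after 10 min at room temperature.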
POLK inh – DNA polymerase kappa (human) inhibition. Q9UBT6. purified Pol kappa, fluorescent DNA synthesis assay, 10 min. 0.53% of 400,000 active. AID 588579. Potency, µM (series often up to 107 µM), for the others: at the top dose activity, negative = inhibition, most hits filed as inhibitors; note: potency is the fitted concentration of half-maximal effect; % is set by controls: 0 for no effect and ±100 for the full control effect
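Inhibition of 10 nM Pol kappa is measured by a fluorescent read-out at 0 and 10 min following addition of 50 nM substrate (final), with a 15-min room-temperature compound preincubation.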
Active calls of the source: *; ? = inconclusive; nt = no result given; & = joins results of further samples; [ ] = dose if it differs, or a comment. Unless noted, calls come from the whole dose curve; as a rule, active = well fitted curve in the direction sought with a large enough effect; inconclusive = small, poorly fitted or top-dose-only effect, or another doubt; inactive = no such curve, though single readings can be large; an effect the other way counts as inactive or inconclusive. This is a subset (hit frequency here may not be typical).

SMILES | BLM helicase inh | POLB inh | APEX1 inh | Pol eta inh | Anesthetic bind | LDHA inh | Pol iota inh | GRP78 ERSR act | POLK inh
COc1ccc(NC(=O)Cn2nnc(C(=O)NCCc3ccc(OC)c(OC)c3)c2N)c(OC)c1 | -12% | -8% | -4% | -9% | -16% | -5 | -2% | 0% | -19%
CC(=O)Nc1ccc(CN2CCC(Oc3ccc(C(=O)N4CCCC4)cc3)CC2)cc1 | -4% | -1% | 43% | -16% | -8% | -10 | 13% | -4% | 3%
CCOC(=O)c1c(C)n(C)c2ccc(OCC(O)CN3CCCCCC3)cc12 (stereo unspecified) | 22% | 62% | 12% | -9% | -14% | 0 | 4% | -5% | 1%
O=C(COc1ccc(Cl)cc1)NCCCNC(=O)c1ccncc1 | 1% | 21% | ? | -18% | -3% | -7 | 116%[activator] | -6% | -8%
Cc1ccc(-c2ccc(=O)n(Cc3ccc(F)cc3)n2)cc1 | -5%&-4% | -17%&1% | -7% | -10%&-22% | ? | 1&-9 | 12%&3% | 2%&-1% | -7%[60.1 µM]
CC(Sc1nnc(-c2ccccc2Br)o1)C(=O)N1CCOCC1 (stereo unspecified) | -3% | 16% | 8% | -3% | -10% | -7 | 24% | -3% | 0%
COc1cc(NC(=O)COC(=O)Cc2ccc(-c3ccccc3)cc2)cc(OC)c1 | -15% | 3% | 0% | ? | 19% | 1 | -1% | -4% | 3%
O=[N+]([O-])c1cccc(-c2noc3c2-c2nc(Cc4cccc5ccccc45)sc2CC3)c1 | nt | nt | 31% | -7% | nt | 1 | 11% | 0% | -6%
COc1ccc(C2=Nn3c(nc4sc(C(=O)Nc5cccc(C)c5)c(C)c4c3=O)SC2)cc1 | 2% | 1% | nt | -19% | 17% | 0 | 17% | 0% | -1%
CCc1cc(SC#N)cc(CC)c1NC(=O)CCl | 4% | 43% | 17% | -5% | -14% | -1 | -14% | -15% | -11%
C/C(N)=C(/C#N)C(=O)CSc1nnc(NC(C)C)s1 | -13% | -28% | ? | 28µM* | -12% | -2 | ? | 4% | ?
O=C(CN1CCCCC1)N1CCN(c2ccccc2)CC1 | -1% | 28% | 3% | -17% | 3% | -2 | 4% | 0% | 8%
Cc1nc2nc(SCC(=O)NC(C)c3ccccc3)nn2c(C)c1Cc1c(F)cccc1Cl (stereo unspecified) | -1% | 0% | nt | -12% | -16% | -1 | 5% | -1% | -13%
O=C(Nc1ncc(Cc2ccccc2Cl)s1)c1ccc(-c2cccc([N+](=O)[O-])c2)o1 | -2% | -3%[57.1 µM] | 14% | -5% | -11% | -12 | -9% | -5% | -8%
CCOC(=O)C1(C(F)(F)F)N=C(C(F)(F)F)Nc2cc(C)c(C)cc21 (stereo unspecified) | -4% | -7% | -5% | -16% | -9% | 2 | -3% | -4% | -7%
C=CCNC(=O)/C(=C/c1cccc([N+](=O)[O-])c1)NC(=O)c1ccccc1 | -3% | 28% | 0% | -18% | -2% | -8 | 9% | -5% | -1%
COc1cccc(-c2ccc3ncnc(NCc4ccccc4)c3c2)c1 | 0% | nt | 1% | nt | nt | nt | nt | ? | -15%[60.1 µM]
Cn1c(CNC(=O)CNC(=O)Cc2ccccc2)cc(=O)n(C)c1=O | 2% | 110% | 20% | -12% | -5% | -8 | 18% | 0% | 7%
Cc1c(C(=O)O)sc2nc(C)n(C)c(=O)c12 | -2% | 1% | 16% | -2% | -2% | 0 | 11% | -2% | 5%
COC(=O)c1ccc(C2c3c(n[nH]c3C)C(=O)N2c2ccc(C)cc2)cc1 (stereo unspecified) | -8% | 0% | -1% | -10% | ? | -3 | 3% | -8% | 2%
O=c1c2ccccc2ncn1-c1ccccc1C(F)(F)F | -3% | ? | 2% | -13% | -21% | -4 | -7% | -4% | 4%
Fc1ccc2c(c1)C(c1cccnc1)=NNC(c1cccs1)=N2 | 0% | 15% | 0% | -17% | -3% | -5 | 11% | 0% | -8%
Cc1cccc(CCNC(=O)C2CCC(=O)N(Cc3ccccc3F)C2)n1 (stereo unspecified) | nt | nt | nt | -20% | nt | -3 | 6% | -5% | -9%
CN(C)C(CNC(=O)Nc1cccc(Cl)c1)c1cccnc1 (stereo unspecified) | 1% | -12% | 6% | -10% | 12% | -5 | 3% | 3% | 2%
COc1ccc(-c2noc(C3CCCN(C(=O)c4cccc(C)c4)C3)n2)cc1 (stereo unspecified) | -7% | -14% | 20% | -6% | -10% | -1 | 13% | -2% | -5%

Copied from the list:
CN(C)C(CNC(=O)Nc1cccc(Cl)c1)c1cccnc1 (stereo unspecified) @ Pol eta inh: -10%
COc1ccc(NC(=O)Cn2nnc(C(=O)NCCc3ccc(OC)c(OC)c3)c2N)c(OC)c1 @ POLK inh: -19%

Next section.
SMILES | BLM helicase inh | POLB inh | APEX1 inh | Pol eta inh | Anesthetic bind | LDHA inh | Pol iota inh | GRP78 ERSR act | POLK inh
Cc1nc2cc(Cl)ccc2n1CCO | -13% | 10% | 25% | -4% | 5% | 5 | 0% | -4% | 2%
CN(C)C(=S)Nc1cccc(C(F)(F)F)c1 | -2% | -13% | 2% | -5% | -2% | -8 | 3% | -2% | -5%
Cc1ccc(S(=O)(=O)NC(=O)Nn2c(C)nnc2C)cc1 | -1% | 1% | 0% | -5% | -12% | -14 | 0% | -5% | 0%
Cc1cc(C(=O)Cn2cc(C(F)(F)F)ccc2=O)c(C)n1-c1ccccc1 | -12% | -6% | 1% | -10% | 6% | -6 | 8% | -3% | -4%
O=C1C[C@@H](O)[C@@H](O)[C@H]2[C@@H]3C(=O)N(c4cccc(Oc5ccccc5)c4)C(=O)[C@@H]3CC[C@H]12 | 6%&0%[12.4 µM] | nt | 8%&-12%[12.4 µM] | nt | 10%&0%[15.3 µM] | nt | nt | -4%&-5% | nt
COc1cc2c(cc1OC)C(c1cc3ccccc3oc1=O)=NC(C)(C)C2 | 6% | -15% | 5% | -4% | -13% | -2 | 6% | -8% | -6%
CCOc1cccc(CN2CCC(N3CCC(C(=O)NCC4CCCO4)CC3)CC2)c1 (stereo unspecified) | 0% | 34% | 28% | -15% | -8% | -4 | 34%[activator] | -3% | -3%
Clc1ccc(C=Cc2ccccn2)cc1 | nt | nt | nt | -6% | nt | -9 | 7% | 3% | -8%
CC(=O)c1cccc(NC(=O)CSc2ccc(-c3sc(C)nc3C)nn2)c1 | -10% | 79µM* | 27% | -4% | ? | -4 | -21% | -3% | -10%
CCOc1ccccc1-c1nc2c(C(C)(C)C)nn(C)c2c(=O)[nH]1 | -3% | 3% | -4% | nt | -5% | nt | nt | nt | nt
CSc1ccccc1OCc1cc(C(=O)NC(C)c2cnn(C)c2)no1 (stereo unspecified) | -15% | 7% | 17% | -13% | -10% | -7 | -11% | 0% | -1%
Cc1cc(C(=O)N(C)CC(=O)Nc2cccc(F)c2)no1 | nt | nt | 40% | -8% | nt | -8 | -5% | -1% | -10%
O=C(CN1CCCc2ccccc21)NC(=O)NCc1ccccc1 | -3% | 1% | -3% | -14% | 4% | 0 | -12% | 3% | 4%
Cn1c2ccc(F)cc2c2nnc(SCC(=O)Nc3cccc(O)c3)nc21 | 2% | -12% | -6% | -1% | -23% | -2 | 8% | 5% | -11%
CC(C)CCn1c(=O)c2sccc2n2c(CCCC(=O)N3CCN(c4ccccn4)CC3)nnc12 | 2% | 20% | 47%[activator] | 0% | -7% | -2 | -4% | -5% | 9%
COCCCn1c(SCC(=O)Nc2ccc(NC(=O)c3ccco3)c(OC)c2)nc2ccccc2c1=O | -10% | 6% | -11% | -2% | -9% | -3 | -8% | -3% | 5%
COc1ccc(CNC(=O)C2CCN(S(=O)(=O)c3c(C)noc3/C=C/c3cccs3)CC2)cc1 | -2% | -1% | nt | -28% | -9% | 4 | 12% | -1% | 1%
CCN(CC)S(=O)(=O)c1cccc(NC(=O)COC(=O)/C=C/c2ccco2)c1 | -27% | 22% | -1% | -4% | -23% | -4 | 7% | -3% | -2%
CC(=O)Oc1ccc(/C=C2/CCc3ccccc3C2=O)cc1 | -8% | -1% | ? | 13% | 1% | 4 | -12% | -14% | 3%
CCOC(=O)N/N=C/c1cc(OC)c(O)c(OC)c1 | -1% | ? | -1% | -12% | -1% | -6 | 21% | -3% | -12%
CCN(CC(=O)Nc1ccccc1C(F)(F)F)C(=O)c1oc2ccc(OC)cc2c1C | nt | nt | 5% | -14% | nt | -6 | 14% | 8% | -10%
CN(C)c1ccnc2sc(C(N)=O)c(N)c12 | -1% | 5% | -2% | 0% | 5% | 9 | 12% | -2% | -10%
COc1cccc(NC(=O)Cn2c3ccccc3c3nc4n(c(=O)c32)CCS4)c1 | 2% | 13% | -3% | -20% | 1% | -4 | 60%[activator] | 4% | 0%
COc1ccc(OC)c(NC(=O)C2=C(C)Nc3ncnn3C2c2cccs2)c1 (stereo unspecified) | 0% | 1% | -3% | -5% | 5% | 3 | 18% | -3% | -4%
O=C(CCS(=O)(=O)c1cccs1)Nc1ccc(C(=O)Nc2cccc(Cl)c2)cc1 | -7% | 1% | nt | -19% | -7% | 0 | 25% | -3% | 3%
COc1ccccc1NC(=O)Cc1noc(CSc2cccc[n+]2[O-])n1 | -3% | 15% | 1% | -13% | -13% | 0 | ? | -4% | -8%
O=C(CCc1c[nH]c2ccccc12)NCc1cccc(Cl)c1 | -6% | 42% | -5% | -17% | -4% | 0&5 | 20% | 0% | 0%
Cc1nonc1CN(C)C(=O)CC1C(=O)NCCN1Cc1c(F)cccc1Cl (stereo unspecified) | -4% | -11% | 4% | -11% | -4% | -2 | 31%[activator] | -5% | -7%
CCN1CCN(c2csc3ccc(F)cc3c2=O)CC1 | 2% | -27% | nt | -21% | -3% | 2 | 27% | -2% | -5%[60.1 µM]
CCC1Oc2ccccc2N(CC(=O)NCc2cccs2)C1=O (stereo unspecified) | -3% | 1% | 1% | -5% | -13% | -2 | 59%[activator] | -5% | -15%
